Screens (PubChem BioAssay)
GALK inh: qHTS Assay for Inhibitors of Human Galactokinase (GALK); AID 1868, 2009; actives 0.007% (n = 270,000); Potency, µM (highest dose often 57.5 µM), inactives show at the highest dose activity change, negative = inhibition, most hits filed as inhibitors; P51570; Purified GALK, Kinase-Glo residual ATP luminescence; further: potency means the concentration at half of the fitted maximal effect; on the % scale 0 is the no-effect control and ±100 the full control effect
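ATP-depletion format; final 35 uM ATP, 100 uM D-galactose, 5 nM enzyme; pH 8.0 HEPES/Mg2+ buffer; 60 min RT; luminescence read 10 min after detection reagent.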
MBNL1 CUG block: qHTS Assay for Inhibitors of MBNL1-poly(CUG) RNA binding; TR-FRET MBNL1-His/biotin-(CUG)12 binding, 665/545 ratio; Potency, µM (highest dose often 57.5 µM), for inactives: top-dose activity change, negative = inhibition, usual class: inhibitors; actives 0.036% (n = 280,000); AID 2675, 2010; active means well fitted inhibition curve with a large enough effect in the signal ratio, with a control signal flat, not every such curve was filed as active; inconclusive means small, poorly fitted or top-dose-only effect, or effect the other way, or a change in a side signal; inactive means no such curve, though single readings can be large or run the other way; the % refers to the signal ratio; further: potency means the concentration at half of the fitted maximal effect; on the % scale 0 is the no-effect control and ±100 the full control effect
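Compound titration spanned 92 nM–58 uM against the MBNL1-His/biotin-(CUG)12 complex. After 60 min at room temperature with 5 nM streptavidin-XL665 and 0.055 ng/ul terbium anti-His, ratiometric 665/545 nm emission (Ex 340 nm) normalized to controls.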
BCR signal inh: qHTS Assay to Find Inhibitors of Chronic Active B-Cell Receptor Signaling; ABC-DLBCL IkBa-CBG/CBR reporter, luminescence ratio, 4 h; Potency, µM (highest dose often 46.1 µM), for the others: at the top dose ratio change, negative = lower green/red ratio, hits mostly inhibitors; actives 0.05% (n = 340,000); AID 493014, 2011; active means well fitted inhibition curve with a large enough effect in the signal ratio, with a control signal flat, not every such curve was filed as active; inconclusive means small, poorly fitted or top-dose-only effect, or effect the other way, or a change in a side signal; the % refers to the signal ratio;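 further: potency means the concentration at half of the fitted maximal effect; plate controls were basal doxycycline-induced cells for no effect and cells given 10 µM MG132 for full effect; MG132 reads +100%, hits lower the ratio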
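TMD8 human ABC-DLBCL cells with doxycycline-inducible IκBα–green luciferase fusion and unfused red luciferase, in 0.5% FBS medium; compounds up to 46 uM, 4 h at 37C. Green/red luminescence ratio, filter-overlap corrected, fitted to concentration-response curves.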
hERG WT inh: qHTS for Inhibitors of KCHN2 3.1: Wildtype qHTS; Voltage-gated inwardly rectifying potassium channel KCNH2 (Homo sapiens), Q12809; U2OS, BacMam KCNH2, thallium flux FluxOr; hits give low values; activity change, % at 1.84 µM; actives 0.37% (n = 340,000); AID 720551, 2013;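 active means maximum activity change below -70%; inconclusive means maximum activity change between -70% and -50%; inactive means maximum activity change above -50%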; further: on the % scale 0 is the no-effect control and ±100 the full control effect
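U2OS cells transduced with wild-type KCNH2 virus are loaded with FluxOr dye for 45 min, and thallium flux is measured in kinetic reads before and after stimulation buffer. Rate constants are normalized to DMSO controls.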
Eya2 phos inh: qHTS Assay for Inhibitors of the Phosphatase Activity of Eya2. actives 0.006% (n = 330,000). recombinant Eya2, OMFP fluorescence dephosphorylation (OMFP is methylfluorescein phosphate). Protein phosphatase EYA2 (Homo sapiens), O00167. AID 488837, 2010. Potency, µM (highest dose often 76.9 µM), for the others: at the highest dose activity, negative = inhibition, most hits filed as inhibitors; further: potency means the concentration at half of the fitted maximal effect; on the % scale 0 is the no-effect control and ±100 the full control effect
Target sequence (O00167 whole entry, looked up): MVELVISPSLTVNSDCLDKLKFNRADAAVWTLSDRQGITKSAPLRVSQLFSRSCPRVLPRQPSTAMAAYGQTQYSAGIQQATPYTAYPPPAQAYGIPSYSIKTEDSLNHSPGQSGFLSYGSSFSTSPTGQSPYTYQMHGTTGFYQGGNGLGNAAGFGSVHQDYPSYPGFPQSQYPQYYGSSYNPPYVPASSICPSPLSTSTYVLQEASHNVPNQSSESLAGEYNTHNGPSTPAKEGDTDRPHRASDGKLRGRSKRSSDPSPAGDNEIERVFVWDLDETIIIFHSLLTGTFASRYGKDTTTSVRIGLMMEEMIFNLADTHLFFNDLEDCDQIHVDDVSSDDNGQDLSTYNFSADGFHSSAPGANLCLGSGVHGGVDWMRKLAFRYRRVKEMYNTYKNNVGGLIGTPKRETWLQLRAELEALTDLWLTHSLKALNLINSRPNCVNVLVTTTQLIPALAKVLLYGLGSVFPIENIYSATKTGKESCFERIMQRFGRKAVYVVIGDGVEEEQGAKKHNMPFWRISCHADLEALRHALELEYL
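Eya2 (0.2 uM) preincubated 10 min at ambient with compound, then OMFP substrate added at 50 uM; 10 min reaction in 50 mM HEPES pH 7.5, 50 mM NaCl, 5 uM MgCl2, 0.05% BSA, 1 mM DTT. Fluorescence read at Ex 485/Em 525 nm.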
Mito fusion act: qHTS Assay for Small Molecule Inhibitors of Mitochondrial Division or Activators of Mitochondrial Fusion | S. cerevisiae fusion-defective mutant growth rescue, CellTiterGlo 48 h | Potency, µM (titrated, usually from 46.1 µM), inactives show at the top dose growth rescue (activation), actives largely listed as activators | actives 0.23% (n = 320,000);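 further: potency means the concentration at half of the fitted maximal effect; % of control where 0% means no effect; nearly all actives have a fitted effect of over 45% in size; temperature-sensitive fusion mutants such as fzo1-1 at 37 °C on non-fermentable ethanol glycerol medium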
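Compounds are tested for their ability to restore growth of mitochondrial fusion-defective yeast strains at non-permissive 37C in YPEG medium over 48 hours. Viability is quantified by luciferase luminescence.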
Menin MLL FP TR: qHTS Assay for Inhibitors Targeting the Menin-MLL Interaction in MLL Related Leukemias: Competition With Texas Red Labeled MLL-derived Mutant Peptide; Menin + Texas Red MLL mutant peptide, fluorescence polarization; actives 0.23% (n = 270,000); AID 1768, 2009; O00255; Potency, µM (top dose mostly 61.6 µM), without a hit: at the highest dose FP activity change, negative = inhibition, hits mostly inhibitors; active means well fitted inhibition curve with a large enough effect in the polarisation, with a control signal flat, not every such curve was filed as active; inconclusive means small, poorly fitted or top-dose-only effect, or effect the other way, or a change in a side signal; inactive means no such curve, though single readings can be large or run the other way; the % refers to the polarisation; further: potency means the concentration at half of the fitted maximal effect; % of control where 0% means no effect; many of its hits are not listed in these tables
ASM inhibitor: Inhibitors of Secretory Acid Sphingomyelinase (S-ASM): qHTS | Sphingomyelin phosphodiesterase (Homo sapiens), P17405 | actives 0.006% (n = 340,000) | AID 504937, 2011 | placental ASM, HMU-PC fluorogenic substrate, 60 min | Potency, µM (titrated, usually from 57.5 µM), for inactives: top-dose activity change, negative = inhibition, hits mostly inhibitors; further: potency means the concentration at half of the fitted maximal effect
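Human placenta-derived ASM enzyme was preincubated with compound for 10 minutes at room temperature, then given fluorogenic substrate HMU-PC0 (9 uM final) for 60 minutes at 37 °C; a pH 10 stop preceded fluorescence reading at Ex 386/Em 447 nm.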
PKM2 activator: qHTS Assay for Activators of Human Muscle isoform 2 Pyruvate Kinase. Pyruvate kinase PKM (Homo sapiens), P14618. purified PKM2, Kinase-Glo ATP luminescence, activation; response scale: 0% is enzyme alone, no compound. Potency, µM (series often up to 57.5 µM), for inactives: top-dose activation, hits mostly activators. actives 0.34% (n = 260,000). AID 1631, 2009; further: potency means the concentration at half of the fitted maximal effect; on the % scale 0 is the no-effect control and ±100 the full control effect; nearly all actives have a fitted effect of over 55% in size
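Purified hPK-M2 (>95% pure) converted ADP (0.1 mM final) to ATP with 0.5 mM PEP in 50 mM imidazole pH7.2, KCl, MgCl2, Tween 20, BSA; 1 h at room temperature. ATP detected by Kinase-Glo luminescence.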
TSHR antag: Antagonists of the Thyroid Stimulating Hormone Receptor: HTS campaign. Thyrotropin receptor (Homo sapiens), P16473. TSHR-expressing cells, TSH-stimulated cAMP HTRF, 2 h; hits give low values. activity change, negative = inhibition, % at 11.5 µM. actives 0.2% (n = 330,000);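 active means activity change below a set negative limit, meaning inhibition stronger than a set level, cut at about -70% in these data; inconclusive means activity change between two set negative limits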; further: on the % scale 0 is the no-effect control and ±100 the full control effect
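Freshly harvested TSHR cells receive pin-tooled compound, then EC80 TSH at 4nM final. After 2 hours at 37 deg C, antibody in lysis buffer and cAMP-d2 are added; 30 minutes at ambient temperature precede the HTRF read.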
USP2a inh: qHTS Assay for Inhibitors of Ubiquitin-specific Protease USP2a Using CHOP2 as the Reporter | Ubiquitin carboxyl-terminal hydrolase 2 (Homo sapiens), O75604 | USP2 core, Ub-CHOP2 coupled fluorogenic reporter, 485/531 | Potency, µM (titrated, usually from 38.3 µM), inactives show at the top dose activity change, negative = inhibition, usual class: inhibitors | actives 0.01% (n = 330,000);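 further: potency means the concentration at half of the fitted maximal effect; plate controls were DMSO wells for no effect and full inhibition by NEM control for full effect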
Target sequence (O75604 whole entry, looked up): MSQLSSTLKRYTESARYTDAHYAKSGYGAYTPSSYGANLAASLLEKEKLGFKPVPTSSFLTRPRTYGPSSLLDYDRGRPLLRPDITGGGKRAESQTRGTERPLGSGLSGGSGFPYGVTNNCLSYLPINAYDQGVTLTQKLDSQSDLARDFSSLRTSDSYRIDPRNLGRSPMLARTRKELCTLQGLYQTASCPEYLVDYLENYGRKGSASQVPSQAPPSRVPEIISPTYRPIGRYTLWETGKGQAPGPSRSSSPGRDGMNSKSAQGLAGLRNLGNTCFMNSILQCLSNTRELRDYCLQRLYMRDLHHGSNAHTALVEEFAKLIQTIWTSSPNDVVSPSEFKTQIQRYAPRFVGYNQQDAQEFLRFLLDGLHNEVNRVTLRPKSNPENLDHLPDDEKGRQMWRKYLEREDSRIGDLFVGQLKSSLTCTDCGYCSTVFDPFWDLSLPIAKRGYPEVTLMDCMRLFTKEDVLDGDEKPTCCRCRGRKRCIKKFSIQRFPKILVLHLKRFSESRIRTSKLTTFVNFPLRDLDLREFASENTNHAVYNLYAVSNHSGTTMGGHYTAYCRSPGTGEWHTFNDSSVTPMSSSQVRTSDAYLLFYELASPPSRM
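Cell-free coupled assay: 10nM USP2 core preincubated 30min RT with compound in Tris-HCl pH 8.0/CaCl2/CHAPS buffer, then 25nM Ub-CHOP2 and 25nM reporter substrate; fluorescence (Ex 485/Em 531) read after 60min RT, normalized to NEM inhibition, concentration-response curves fitted.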
* hit, by the source's call; ? = inconclusive; / = not tested or not shown; [ ] = remark or other dose. Unless noted, the call rests on the fitted dose curve; in most records, active means well fitted curve in the direction sought with a large enough effect; inconclusive means small, poorly fitted or top-dose-only effect, or another doubt; inactive means no such curve, though single readings can be large; an effect the other way counts as inactive or inconclusive.

Order of values – GALK inh	MBNL1 CUG block	BCR signal inh	hERG WT inh	Eya2 phos inh	Mito fusion act	Menin MLL FP TR	ASM inhibitor	PKM2 activator	TSHR antag	USP2a inh
> Cc1oc(-c2cc(F)ccc2F)nc1CN1CCC(C(=O)N2CCOCC2)CC1
 : 2%	-5%	0%	-7	-5%	0%	/	6%	/	7	0%
> CC1c2cccn2CCN1S(=O)(=O)c1ccccc1 (stereo unspecified)
 : /	/	2%	-1	18%	-6%	/	3%	/	1	0%
> O=C(Nc1ccccc1)NC1CS(=O)(=O)CC1O (stereo unspecified)
 : 2%	-2%	3%	1	-13%	4%	21%	4%	-14%	2	0%
> O=[N+]([O-])c1ccccc1S(=O)(=O)Nc1cccc2cccnc12
 : 5%	22%	?	-1	-4%	18%	?	-1%	3%	2	2%
> Cn1ncc(Cl)c1C(=O)N1CCN(c2ccc(Cl)c(Cl)c2)CC1
 : 7%	-2%	1%	8	-3%	7%	/	-6%	-9%	-21	-3%
> O=C(NCc1cccc(F)c1)c1ccc2nc(N3CCOCC3)sc2c1
 : /	0%	22%	1	1%	2%	-8%	0%	-1%	31	0%
> CCOC(=O)C1(Cc2ccccc2C)CCCN(Cc2cn(C)nc2C)C1 (stereo unspecified)
 : 2%	-4%	0%	-11	-8%	1%	0%	4%	2%	6	1%
> COCCCNCCCOc1ccc(Cl)cc1Br
 : 1%	11%	-5%	2	2%	-5%	-2%	4%	-2%	8	-1%
> COc1ccc(C)cc1NC(=O)CN1C(=O)c2ccccc2S1(=O)=O
 : 1%	-3%	-8%	-13	-32%	-2%	8%	3%	0%	15	2%
> CN1CCN(NC(=O)Nc2cccc(F)c2)CC1
 : -1%	-4%	5%	-7	1%	-1%	/	-2%	-4%	-6	0%
> CCCCN1C(=O)CCC(C(=O)O)C1c1ccccc1 (stereo unspecified)
 : -1%	-2%	6%	4	-1%	-1%	?	1%	1%	-3	4%
> COc1cc2c(OC(C)=O)c3c(c(-c4ccc5c(c4)OCO5)c2cc1OC)C(=O)OC3
 : -2%	5%	?	7	-6%	4%	5%	31%	0%	-8	0%
> CCOC(=O)CSc1nnc(CNC(=O)c2ccc([N+](=O)[O-])cc2)n1C
 : 10%	?	-8%	7	-12%	2%	-5%	1%	-3%	1	0%
> COC(=O)[C@@H](NC(=O)Nc1ccc(S(N)(=O)=O)cc1)C(C)C
 : /	-25%[11.5 µM]	1%	-3	-9%	4%	-10%	0%	1%	-8	1%
> CC(C)Cc1nnc(NC(=O)C2CSC3(C)CCC(=O)N23)s1 (stereo unspecified)
 : /	/	0%	1	-17%	-7%	/	-2%	/	-3	0%
> CC1CCc2c(C(=O)NCc3cccnc3)csc2C1 (stereo unspecified)
 : -2%	2%	5%	-12	3%	7%	-7%	2%	-5%	-5	1%
> CCOC(=O)c1c(-c2ccc(C)cc2)csc1/N=C/N(C)C
 : 0%	?	0%	/	1%	-3%	-7%	3%	-5%	1	3%
> CCOC(=O)CNC(=O)COc1coc(CN2CCN(c3ccccc3)CC2)cc1=O
 : -2%	-6%	-5%	8	3%	10%	/	3%	/	36	0%
> O=C(Nc1cccnc1Cl)c1cc(-c2ccccc2O)on1
 : 3%	24%	?	-8	-1%	0%	?	-3%	1%	-3	0%
> CCCCn1c(N)c(N(CC)C(=O)c2cc(S(=O)(=O)N3CCN(CC)CC3)ccc2Cl)c(=O)[nH]c1=O
 : -6%	3%	0%	-5	-9%	0%	/	2%	0%	-5	1%

Additional structures follow:
Order of values – GALK inh	MBNL1 CUG block	BCR signal inh	hERG WT inh	Eya2 phos inh	Mito fusion act	Menin MLL FP TR	ASM inhibitor	PKM2 activator	TSHR antag	USP2a inh
> Cc1ccc(CSc2nnc(CS(=O)Cc3ccc(Cl)cc3Cl)n2C)cc1 (stereo unspecified)
 : 0%	2%	0%	6	14%	22%	-7%	-1%	-21%	-1	3%
> CCOCCCNC(=S)N1CCCN(c2nc3cc(C)cc(C)c3cc2C#N)CC1
 : 1%	4%	-2%	-5	-12%	28%	0%	208%[activator]	3%	18	0%
> Brc1ccc(-c2csc(/N=C/N3CCOCC3)n2)cc1
 : 0%	24%	?	9	11%	1%	12%	-6%	-2%	-13	1%
> O=C(N[C@@H](Cc1ccccc1)C(=O)OCc1ccccc1)c1nc[nH]c1C(=O)NC1CCNCC1
 : /	/	0%	9	-10%	-1%	/	-1%	/	2	1%
> C=CCNC(=S)NNC(=O)C(CCC(C)C)CC(C)(C)O (stereo unspecified)
 : -1%	0%	?	-29	13%	-1%	5%	5%	-4%	3	-2%
> Cc1cc(-n2c(C)cc(C(=O)CN3C(=O)NC4(CCCCC4)C3=O)c2C)no1
 : 0%	2%	1%	6	3%	-2%	-10%	0%	3%	9	0%
> CCCCc1ccc(NC(=O)CN2C(=O)C3CCCCC3C2=O)cc1 (stereo unspecified)
 : /	/	7%	1	-27%	10%	/	-15%	/	0	-4%
> CC(C)CC1(C(=O)NCc2cc(F)cc(C(F)(F)F)c2)C=CCN1C(=O)c1ccccc1 (stereo unspecified)
 : /	-11%	?	1	-2%	-7%	2%	-2%	2%	3	-1%
> Cc1cccnc1NC(=O)c1ccc(OCc2c(C)noc2C)cc1
 : 6%	-2%	-1%	-5	-4%	3%	/	1%	-25%	2	1%
> CCc1nc2ccccc2c(=O)n1NCCc1ccccc1
 : 2%	5%	9%	-10	-14%	19%	-3%	0%	-2%	0	3%
> Cc1ccc(CNc2oc(C)nc2C#N)cc1
 : 2%	-7%	?	-13	-19%	1%	-2%	0%	-29%	4	-2%
> COc1ccc2oc(C(=O)NCCC(C)C)c(C)c2c1
 : 1%	-8%	-5%	11	0%	-2%	-5%	-2%	1%	-4	3%
> COc1ccc(COC(=O)CN2C(=O)NC3(CCCC3)C2=O)cc1F
 : /	/	5%	-10	8%	2%	/	4%	/	-12	1%
> O=C(COC(=O)COc1cccc(C(F)(F)F)c1)NC(=O)NC1CCCCC1
 : /	/	0%	-6	-15%	-6%	/	-1%	/	9	1%
> Cn1cccc1C(=O)NCc1ccc(S(N)(=O)=O)cc1
 : 4%	-7%	-1%	-3	-8%	1%	-21%	16%	-4%	16	5%

Some of the entries so far, with bars between the fields:
compound | GALK inh | MBNL1 CUG block | BCR signal inh | hERG WT inh | Eya2 phos inh | Mito fusion act | Menin MLL FP TR | ASM inhibitor | PKM2 activator | TSHR antag | USP2a inh
Cc1cc(-n2c(C)cc(C(=O)CN3C(=O)NC4(CCCCC4)C3=O)c2C)no1 | 0% | 2% | 1% | 6 | 3% | -2% | -10% | 0% | 3% | 9 | 0%
COc1ccc(COC(=O)CN2C(=O)NC3(CCCC3)C2=O)cc1F | / | / | 5% | -10 | 8% | 2% | / | 4% | / | -12 | 1%
C=CCNC(=S)NNC(=O)C(CCC(C)C)CC(C)(C)O (stereo unspecified) | -1% | 0% | ? | -29 | 13% | -1% | 5% | 5% | -4% | 3 | -2%

Not all compounds are listed; rates above refer to the full screens.
